High-throughput results deposited in PubChem BioAssay by Sanford-Burnham Center for Chemical Genomics.
SENP8 block-1: SENP8 (human) protease inhibition; inhibition, % at 20 µM; AID 602440; recombinant SENP8, Nedd8 substrate fluorescence; 360,000 compounds, 0.64% hits; Q96LD8; in the data active = inhibition mostly above about 40%, no sharp cut-off; inactive = mostly below about 27%
SENP6 inh: SENP6 protease inhibition; Recombinant SENP6 catalytic domain, aminoluciferin luminescence; inhibition, % at 10 µM; 330,000 compounds, 1.8% hits;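 active = inhibition above about 50% at the single tested dose, limit read from the data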;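 note: plate controls were DMSO wells with enzyme for no effect and DMSO wells lacking enzyme for full effect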
SENP1 FRET inh: inhibitors of human SENP1 SUMO protease catalytic domain; Q9P0U3; recombinant SENP1 catalytic domain, CyPet-SUMO1-YPet FRET cleavage; inhibition, % at 10 µM; 360,000 compounds, 0.21% hits; AID 624204;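 active = inhibition at least 30% at 10 µM, raw YFP signal under a set limit, fluorescence ratio 0.5 to 1.5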;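 note: 0% = enzyme with DMSO and 100% = no enzyme wells; some results filed as inactive read as strong as hits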
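Compound: 10 µM single point, 0.5% DMSO; Test system: hSENP1 catalytic domain, recombinant; Timing: 50 min reaction at room temperature; Technique: FRET, CFP and YFP emission; Control set: no-enzyme wells low, DMSO-plus-enzyme wells high control.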
UBC13 inh: inhibitors of human UBC13 polyubiquitin chain formation; P61088; TR-FRET; inhibition, % at 20 µM; 330,000 compounds, 0.47% hits; AID 485273; in the data active = inhibition above about 45%, passing the limit was not always enough
Apaf1 inhib: inhibitors of human Apaf-1 apoptosome; O14727; reconstituted apoptosome caspase-3 activity, DEVD-Rh110 fluorescence; 330,000 compounds, 0.71% hits; AID 489030; inhibition, % at 20 µM; active = inhibition of at least 40% at 20 µM;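 note: plate controls were DMSO wells for no effect and DEVD-CHO caspase inhibitor wells for full effect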
Target sequence (O14727 whole entry, looked up): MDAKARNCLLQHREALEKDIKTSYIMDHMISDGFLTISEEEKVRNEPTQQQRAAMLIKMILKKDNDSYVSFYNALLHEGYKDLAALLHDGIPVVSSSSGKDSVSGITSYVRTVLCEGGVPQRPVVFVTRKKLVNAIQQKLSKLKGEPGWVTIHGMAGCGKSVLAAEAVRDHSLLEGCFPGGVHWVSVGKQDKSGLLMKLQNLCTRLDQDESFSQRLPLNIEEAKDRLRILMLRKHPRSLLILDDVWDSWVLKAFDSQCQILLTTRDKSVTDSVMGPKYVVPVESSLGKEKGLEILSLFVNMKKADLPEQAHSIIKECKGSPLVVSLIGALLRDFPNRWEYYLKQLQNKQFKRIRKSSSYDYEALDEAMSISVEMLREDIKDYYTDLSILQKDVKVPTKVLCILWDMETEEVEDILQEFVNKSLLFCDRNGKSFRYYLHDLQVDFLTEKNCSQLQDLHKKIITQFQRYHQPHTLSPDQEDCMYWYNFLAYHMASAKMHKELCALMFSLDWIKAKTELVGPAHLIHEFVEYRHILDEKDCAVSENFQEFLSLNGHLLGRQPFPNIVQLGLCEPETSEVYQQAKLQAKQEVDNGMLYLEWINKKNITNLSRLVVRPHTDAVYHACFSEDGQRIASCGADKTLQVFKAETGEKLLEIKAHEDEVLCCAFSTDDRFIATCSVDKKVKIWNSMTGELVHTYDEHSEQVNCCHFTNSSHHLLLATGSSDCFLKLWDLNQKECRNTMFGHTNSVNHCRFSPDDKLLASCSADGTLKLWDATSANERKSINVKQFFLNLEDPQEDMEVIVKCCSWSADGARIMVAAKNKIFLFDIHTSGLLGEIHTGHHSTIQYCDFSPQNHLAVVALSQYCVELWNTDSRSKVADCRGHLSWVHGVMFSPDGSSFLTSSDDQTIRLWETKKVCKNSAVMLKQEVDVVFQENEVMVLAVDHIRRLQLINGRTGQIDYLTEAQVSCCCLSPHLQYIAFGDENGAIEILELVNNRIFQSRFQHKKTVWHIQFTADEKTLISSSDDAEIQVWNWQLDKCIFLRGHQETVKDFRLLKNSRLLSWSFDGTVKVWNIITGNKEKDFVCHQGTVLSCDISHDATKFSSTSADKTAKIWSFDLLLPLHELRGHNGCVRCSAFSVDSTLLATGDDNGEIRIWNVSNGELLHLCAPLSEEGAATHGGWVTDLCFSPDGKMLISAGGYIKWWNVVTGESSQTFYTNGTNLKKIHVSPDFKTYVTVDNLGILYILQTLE
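Assay system: Apoptosome proteins | Medium: pH 7.5 Hepes buffer with CHAPS, BSA, DTT | Also added: Cytochrome c and DEVD-Rh110 substrate | Times: 30 min plus 50 min, RT | Detection: Rhodamine 110 fluorescence at Ex 480/Em 540 nm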
A3G deaminase: inhibitors of human APOBEC3G DNA deaminase; Q9HC16; inhibition, % at 20 µM; recombinant A3G, ssDNA deamination FAM/TAMRA fluorescence; 330,000 compounds, 0.28% hits;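 active = inhibition of at least 40% at 20 µM, with no more than 30% in the related APOBEC3A deaminase screen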;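 note: plate controls were DMSO wells with A3G for no effect and wells lacking A3G enzyme for full effect; some compounds called inactive have numbers as strong as hits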
SENP7 inh: SENP7 protease inhibition; Q9BQF6; recombinant SENP7, Z-RLRGG-aminoluciferin luminescence, 40 min; inhibition, % at 5 µM; 330,000 compounds, 1.5% hits;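 active = inhibition above about 50% at the single test dose, limit read from the data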;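 note: plate controls were DMSO with enzyme for no effect and no enzyme buffer wells for full effect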
SENP8 block-2: inhibitors of human SENP8 protease; Q96LD8; purified SENP8, Z-RLRGG-aminoluciferin cleavage, luminescence; inhibition, % at 10 µM; 330,000 compounds, 1.2% hits; AID 2540; in the data active = inhibition above about 50%
Active calls of the source: *; i = inactive.

SMILES	SENP8 block-1	SENP6 inh	SENP1 FRET inh	UBC13 inh	Apaf1 inhib	A3G deaminase	SENP7 inh	SENP8 block-2
CCc1nc(N2CCN(CC(=O)NCC3CCCO3)CC2)c(C#N)c2c1COC(C)(C)C2 (stereo not drawn)	-11	-3	3	-5	-4	-3	10	-5
Nc1nonc1C(=Nc1ccc(Br)cc1)NO	8	4	3	6	-2	-8	2	-3
CC(C)(CN1CCCC1)NC(=O)C1CCC(=O)N(CCCN2CCOCC2)C1 (stereo not drawn)	14	-4	-10	-5	20	-2	2	11
COc1ccc(NC2=NCCC(=O)N2Cc2cccs2)cc1	23	-9	-8	-6	10	-8	-15	-2
COc1ccccc1N(CC(=O)Nc1ccc2c(c1)OCCO2)S(=O)(=O)c1ccc(C)cc1	5	7	0	2	18	4	2	2
O=C(CN(Cc1ccc(F)cc1)C(=O)CNS(=O)(=O)c1ccc(Cl)cc1)NCC1CCCO1 (stereo not drawn)	1	-8	3	-6	-1	-7	-2	-4
Cc1ccc(C(=O)OC2CCS(=O)(=O)c3sccc32)cc1 (stereo not drawn)	22	1	1	-14	8	0	7	-2
Cc1ccc(NC(=O)N2CCCC2C(=O)NCc2ccc3c(c2)OCO3)cc1 (stereo not drawn)	3	-13	-1	2	-1	8	-2	-6
COc1ccc(C(=O)NCC(C)NC(=O)c2ccc(OC)c(Br)c2)cc1Br (stereo not drawn)	1	-26	0	3	-6	-12	6	-1
CCc1nnc(NS(=O)(=O)c2ccc(N=Cc3c(C)[nH]n(-c4ccc(Cl)cc4)c3=O)cc2)s1	26	14	2	-19	17	13	1	-3
Cc1ccc2nc(-c3ccncc3)cc(C(=O)Nc3ccncc3)c2c1	-50	10	0	15	9	-3	6	1
O=C1CCCN2N=C(SCC(=O)Nc3cccc(F)c3)SC2=N1	6	-17	0	-4	-9	-9	5	4
O=C(NCCN1CCN(c2ccccc2)CC1)Nc1ccc(Cl)cc1	18	-17	0	5	5	-4	3	8
O=C(Nc1ccccc1N1CCCCC1)c1cccc(F)c1	25	-4	2	-8	15	-7	-5	-11
Cc1cc(N2CCOCC2)nc(NCc2ccccc2)n1	8	-2	-1	4	-19	-4	8	-2
CCc1ccc(NC(=O)C2CCCN2C(=O)NC2CCCCC2)cc1 (stereo not drawn)	11	21	3	-3	7	-5	-7	-4
Cc1ccc(C=Nc2cc([N+](=O)[O-])ccc2C)s1	3	-8	0	2	-2	2	-3	-6
COc1ccccc1N1CCN(/N=C/c2cccc(OC)c2O)CC1	16	-12	3	-2	5	-7	37	17
COc1ccc(OC)c(C2=NS(=O)(=O)N(C)C(C(=O)NCc3ccco3)=C2)c1	14	1	8	-6	-2	-7	-2	4
Cn1c(=O)c2c(ncn2CC(=O)Nc2nc3ccc(F)cc3s2)n(C)c1=O	8	-2	-7	2	-6	-4	2	-4
COc1ccc2oc(C(=O)OCC(=O)N(C)C3CCS(=O)(=O)C3)c(C)c2c1 (stereo not drawn)	i	-19	-7	2	-12	-10	11	-16
Cc1cc2cc(CCNC(=O)c3ccc(C)c([N+](=O)[O-])c3)c(=O)[nH]c2cc1C	-2	5	1	8	7	-1	2	12
COCCN(CC1CCCN(C2Cc3ccccc3C2)C1)C(=O)CCSC (stereo not drawn)	23	4	-1	2	1	-4	1	8
CC(C)[C@H](NC(=O)c1ccccc1)C(=O)OCC(=O)N1CC2(C)CC1CC(C)(C)C2 (stereo partly drawn)	5	-8	1	5	-2	-2	-4	-2
Cn1c2c(c3ccccc31)CCN=C2c1ccccc1	-56	-12	-81	10	-2	-6	-1	5
COc1ccc(-c2nnn(CC(=O)N(C3CCCC3)C(C)C(=O)NC3CCCC3)n2)cc1OC (stereo not drawn)	-4	-2	-5	-3	0	-8	3	-4
O=C(CSc1ccccc1C(=O)N1CCN(c2ccc([N+](=O)[O-])cc2)CC1)N1CCCC1	-2	-2	-1	-1	-7	-6	-18	11
COc1cc(OC)cc(C(=O)NC(C)c2cnn(-c3ccccc3C)c2C)c1 (stereo not drawn)	13	9	3	-5	2	-2	0	11
COc1ccc(N(CC(O)CN2C(=O)NC(C)(C)C2=O)S(=O)(=O)c2ccccc2)cc1 (stereo not drawn)	16	6	2	-4	4	-1	5	3
CCc1nnc(NC(=O)c2cc(OC)c(OC)cc2[N+](=O)[O-])s1	1	-3	2	-3	-8	-1	9	4
O=C(NCc1ccc(Cl)cc1)N1CCN(Cc2ccccc2)CC1	7	2	4	-9	-9	25	4	-12
CCOC(=O)C1CCCN(S(=O)(=O)c2ccc3c(c2)N(C(C)=O)CCO3)C1 (stereo not drawn)	5	9	1	-2	1	-2	0	1
COc1ccc(OC(=O)c2ccncc2)cc1	20	-15	2	4	1	-1	-4	-2
OC(CNC1CCCC1)COc1ccc(F)cc1 (stereo not drawn)	2	-3	2	2	-13	-8	7	-2
CC1CCCN(C(=S)NC2CCCC2)C1 (stereo not drawn)	40	-9	-1	-9	11	-6	-7	-8
COc1ccc(/C=N/NC(=O)Cn2cnc3ccccc3c2=O)cc1OC	0	-4	3	4	-4	1	2	6
Cc1ccc(C(CNC(=O)c2ccc(Br)o2)N2CCN(C)CC2)cc1 (stereo not drawn)	12	2	2	-2	0	-3	8	7
O=C(N/N=C/c1ccc(O)cc1O)C(=O)N/N=C/c1ccc(O)cc1O	-120	5	-26	14	-18	0	6	12
Cc1nn(CC(N)=O)c(=O)c2ccccc12	-3	-3	3	-3	-10	-1	6	5
O=C(COC(=O)C1CCN(S(=O)(=O)c2ccc3c(c2)OCCO3)CC1)NC1CCS(=O)(=O)C1 (stereo not drawn)	2	-18	1	-6	1	-8	-13	-3
COc1ccc(-n2c(COc3ccc(C)cc3)nnc2SCc2ccc(C#N)cc2)cc1	18	-13	5	10	18	-6	0	0
COc1cccc(C2(O)CCN(C(=O)c3cccs3)CC2)c1	11	-20	1	-2	6	-7	-3	-5
O=c1c2sccc2nc(SCc2cc(=O)n3cc(Cl)ccc3n2)n1-c1ccc(F)cc1	-280	-14	2	-4	14	3	0	-4
CSCCC(NC(=O)c1ccccc1Br)C(=O)N1CCCCCCC1 (stereo not drawn)	7	-7	1	8	25	-2	0	-10
COc1ccc(CNc2nc3ccccc3n2CCN2CCCCC2)cc1	9	-18	0	-1	9	-5	-1	-4
COc1cccc(CN(C)CC(=O)Nc2ccccc2N2CCOCC2)c1OC	10	-7	1	9	-7	-15	0	2
CC1=C(C)CC(C(=O)N2CCN(Cc3ccccc3)CC2)C(C(=O)O)C1 (stereo not drawn)	10	-9	-5	2	-1	1	0	6
CCOc1cc(C(=O)Nc2ccc(S(=O)(=O)Nc3cnc4ccccc4n3)cc2)cc(OCC)c1OCC	-375	-24	-2	-7	0	-9	1	4
COC(=S)N/C(=N\S(=O)(=O)c1ccc(Cl)cc1)c1ccccc1	15	-2	2	-1	-1	0	-6	3
Nc1nc(COC(=O)c2ccc3c(c2)OCCO3)nc(Nc2ccccc2)n1	7	-25	0	8	9	-10	-8	-12
The results go on.
SMILES	SENP8 block-1	SENP6 inh	SENP1 FRET inh	UBC13 inh	Apaf1 inhib	A3G deaminase	SENP7 inh	SENP8 block-2
Cc1ccc2c(c1)C(O)(C1COC(C)(C)CC1=O)C(=O)N2C (stereo not drawn)	31	2	1	-27	i	-8	-9	4
COc1cc(Nc2c3c(nc4ccccc24)CCC3)cc(OC)c1OC	17	7	2	10	1	-7	5	4
COc1ccc(OC)c(S(=O)(=O)n2cnc3ccccc32)c1	7	16	2	-9	4	-6	-10	-13
Cc1ccccc1S(=O)(=O)Cc1ccc(C(=O)NCc2cccnc2)o1	-5	6	-1	5	-7	-1	-6	-6
CCOC(=O)C1(CCCc2ccccc2)CCN(Cc2ccn[nH]2)CC1	18	8	-3	5	11	0	2	3
Cc1c(C(=O)NCCSCc2ccccc2)cccc1[N+](=O)[O-]	9	8	1	6	4	2	6	1
Cc1ccc2nc(NC(=O)c3ccco3)sc2c1	-151	92*	-1	6	5	-8	96*	93*
Cc1ccccc1-c1nc(CS(=O)(=O)CC(=O)N2CCN(C)CC2)c(C)o1	4	-5	0	-4	-1	0	-4	-2
O=C(Cn1nnc(-c2cccs2)n1)NCc1ccco1	3	-17	2	-2	-6	-3	5	-1
CCCc1nn2c(=O)c(C(c3cccc(Cl)c3)c3c(O)nc4sc(CCC)nn4c3=O)c(O)nc2s1	-217	-12	-46	0	11	3	-2	0
Cc1cccnc1NC(=O)c1ccc(OCC2CCCO2)cc1 (stereo not drawn)	-7	-13	1	19	54*	-8	-10	-17
CCOC(=O)c1cc(-c2nnc(-c3cc(OC)c(OC)c(OC)c3)o2)c(C)nc1C	-476	-4	1	38	10	-5	1	-4
Cc1ccc(S(=O)(=O)N2CCC(C(=O)OCCOc3cccc(C)c3)CC2)cc1	9	-5	1	16	7	-2	4	-6
O=C1COc2ccc(C(=O)COC(=O)c3ccc(Cl)cc3[N+](=O)[O-])cc2N1	10	-2	-2	-3	16	2	-4	11
Cc1nn(CC(=O)Nc2ccccc2C(F)(F)F)c(=O)c2cccn12	5	0	-5	-8	-3	3	-17	1
Cc1ccccc1NC(=O)CSc1n[nH]c(-c2ccco2)n1	4	-3	2	-7	-1	0	4	0
COC(=O)c1ccc(NC(=O)N2CCOCC2)cc1	28	-5	0	-6	5	-4	-9	-9
Cc1c(CC(=O)O)c(=O)oc2c(C)c(OCc3nn[nH]n3)ccc12	-383	-13	-2	8	-6	-3	3	1
O=C(CN1CCN(c2ccccn2)CC1)Nc1ccc(Oc2ccccc2)cc1	16	7	0	2	17	-10	-4	-11
Cc1ccnc(SCCn2c(Br)nc3c2c(=O)[nH]c(=O)n3C)n1	11	3	-2	3	7	-1	1	3
O=C(CN1C(=O)c2ccccc2S1(=O)=O)Nc1ccon1	16	-8	1	-2	2	-3	-7	-5
NS(=O)(=O)c1ccc(NC(=S)N2CCN(c3ccccc3)CC2)cc1	11	-3	1	-3	-5	-9	-3	-4
COc1ccc(CNC2CCCc3ccccc32)cc1OC (stereo not drawn)	21	8	0	1	-4	-1	0	3
Cc1[nH]c2ccccc2c1C(=O)C(=O)NCCc1ccc(S(N)(=O)=O)cc1	22	-10	1	-6	-6	-6	12	-2
O=C(O)CCc1nn2c3ccccc3n(CC(=O)c3cccs3)c2nc1=O	-351	-24	1	12	1	7	-10	-2
COc1ccc(O)c(/C=N/NC(=O)CCC(=O)Nc2cccc(C)c2)c1	-275	3	11	14	3	-12	7	-4
O=C(Nc1cccc([N+](=O)[O-])c1)c1ccccc1	14	14	0	24	-22	-7	9	-8
Cc1csc(Nc2nc(N)c(C(=O)Nc3cc(Cl)ccc3F)o2)n1	17	-9	0	0	14	3	1	1
